PLK1 PBD inh: inhibitors of human PLK1 polo-box domain binding. Plk1 PBD binding of FITC phosphopeptide, fluorescence polarization. Potency, µM, inactives show max response, negative = inhibition, actives largely listed as inhibitors. 360,000 compounds, 2.8% hits; note: potency is the fitted concentration of half-maximal effect; series mostly up to about 57 µM; % is set by controls: 0 for no effect and ±100 for the full control effect; nearly all actives have a fitted effect of over 65% in size
IL-2 act: activators of IL-2; IL-2 activation reporter assay, cell-based qHTS; stimulated with anti-CD3/CD4/CD28 beads; in transgenic mouse T cells; activation, % (series mostly up to about 46 µM); 360,000 compounds, 0.065% hits; AID 652025; in the data active = activation above about 50%; inconclusive = mostly about 30% to 49%; note: 0% is about no effect
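Quantitative HTS in unstimulated transgenic mouse T cells, with memory T cells as non-tolerant control and PMA/ionomycin as tolerance-bypass control. Compound pretreatment lasted 60 minutes before 18 h bead stimulation; EGFP/DsRed fluorescence read.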
EPAC2 ag: activates human EPAC2 exchange factor. Q8WZA2. 360,000 compounds, 0.079% hits. Potency, µM (series often up to 154 µM), inactives show at the top dose activation, usual class: activators. AID 720711. EPAC2 activation, biochemical qHTS; response scale: 100% = 6.5 mM cAMP response; note: potency is the fitted concentration of half-maximal effect; nearly all actives have a fitted effect of over 50% in size
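Exchange assay: 100 nM EPAC2 with 250 nM Rap1B-BODIPY-GDP and 50 uM GDP. Fluorescence (ex 480/em 540 nm) read every 5 min for 30 min at room temperature. Data normalized to 6.5 mM cAMP as agonist control.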
WRN helicase inh: WRN helicase (human) inhibition; Q14191; WRN helicase unwinding, fluorescent forked duplex, kinetic; Potency, µM (doses to about 114 µM), inactives show at the top dose activity change, negative = inhibition, usual class: inhibitors; 360,000 compounds, 0.46% hits; note: potency is the fitted concentration of half-maximal effect; % is set by controls: 0 for no effect and ±100 for the full control effect; nearly all actives have a fitted effect of over 55% in size
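Primary qHTS, 1536-well format. 20 nM WRN + compound, 15 min RT; start with 100 nM forked fluorophore/quencher duplex, 2 mM ATP (final); kinetic read ex 525/em 598 nm.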
CCT modulator: cytosolic chaperonin activity modulation. purified chaperonin ATPase assay, HTRF ADP detection, 30 min. activity change, % (no concentration beside the values), hits read low. 360,000 compounds, 0.3% hits; in the data active = activity change below about -30%; note: % is set by controls: 0 for no effect and ±100 for the full control effect
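Enzyme 40 or 20 nM (batch-dependent) in Tris pH 7.4/KCl/MgCl2/DTT; cpd 76 uM single point; ATP 10 uM; 30 min 37 °C; Transcreener ADP HTRF detection, 30 min RT; ratio 665/615.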
PI5P4K alpha inh: blocks human PI5P4K alpha kinase activity; max response, %; AID 652105; P48426; PI5P4Kalpha enzyme, ADP-Glo luminescence, 60 min; active compounds read low; 330,000 compounds, 1.2% hits; active = max response of -50% or lower; inconclusive = between -30% and -50%; inactive = -30% or higher; note: value at the top dose of about 77 µM; % is set by controls: 0 for no effect and ±100 for the full control effect
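ADP-Glo luminescence end-point read after a 60 min room-temperature kinase reaction of PI5P4Kalpha plus substrate, initiated with ATP at 5 microM final. Buffer: 0.038 M HEPES pH 7.4, EGTA, 0.1% CHAPS, 5% DMSO.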
EPAC1 antagonist: EPAC1 (human) antagonism; Potency, µM (series often up to 115 µM), for the others: top-dose activity change, negative = inhibition, usual class: inhibitors; 360,000 compounds, 0.14% hits; O95398; AID 720709; EPAC1 GEF assay, Rap1b-BODIPY-GDP exchange fluorescence;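 note: potency is the fitted concentration of half-maximal effect; plate controls were vehicle for no effect and positive control for full effect; nearly all actives have a fitted effect of over 50% in size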
Target sequence (O95398 whole entry, looked up): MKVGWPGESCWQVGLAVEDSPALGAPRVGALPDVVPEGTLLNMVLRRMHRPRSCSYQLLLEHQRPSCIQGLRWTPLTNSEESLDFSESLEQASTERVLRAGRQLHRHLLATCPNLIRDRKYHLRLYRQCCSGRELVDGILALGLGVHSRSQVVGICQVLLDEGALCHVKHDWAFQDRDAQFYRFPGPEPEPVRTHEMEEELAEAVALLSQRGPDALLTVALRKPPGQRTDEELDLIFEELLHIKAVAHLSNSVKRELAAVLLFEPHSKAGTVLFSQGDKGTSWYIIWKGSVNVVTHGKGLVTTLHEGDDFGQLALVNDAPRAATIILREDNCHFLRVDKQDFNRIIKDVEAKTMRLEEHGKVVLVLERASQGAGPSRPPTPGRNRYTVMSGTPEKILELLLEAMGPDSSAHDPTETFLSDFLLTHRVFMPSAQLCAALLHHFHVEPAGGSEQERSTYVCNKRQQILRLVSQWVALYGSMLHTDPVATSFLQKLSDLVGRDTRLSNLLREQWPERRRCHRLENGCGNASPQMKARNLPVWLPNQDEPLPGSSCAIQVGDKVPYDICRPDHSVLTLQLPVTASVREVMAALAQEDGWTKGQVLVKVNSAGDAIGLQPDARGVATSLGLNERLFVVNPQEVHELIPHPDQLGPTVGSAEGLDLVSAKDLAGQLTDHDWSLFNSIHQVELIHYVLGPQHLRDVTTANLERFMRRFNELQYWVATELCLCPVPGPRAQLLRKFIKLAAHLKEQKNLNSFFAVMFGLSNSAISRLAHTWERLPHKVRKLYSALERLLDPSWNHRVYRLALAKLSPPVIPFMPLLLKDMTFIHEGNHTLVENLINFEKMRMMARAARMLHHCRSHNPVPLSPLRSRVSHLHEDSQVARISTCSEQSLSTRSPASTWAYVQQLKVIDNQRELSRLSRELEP
EPAC1 ag: EPAC1 (human) agonism; O95398; EPAC1 agonist qHTS, biochemical assay; response scale: 100% = response to 6.5 mM cAMP; Potency, µM (top dose mostly 154 µM), inactives show at the top dose activation, usual class: activators; 360,000 compounds, 0.073% hits; AID 720707; note: potency is the fitted concentration of half-maximal effect; nearly all actives have a fitted effect of over 60% in size
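Read-out is the fluorescence drop as BODIPY-GDP leaves Rap1B (480 nm excitation, 540 nm emission), recorded every 5 minutes over 30 minutes. Reactions held 100 nM EPAC1, 250 nM Rap1B–BODIPY-GDP and 50 uM GDP, with 6.5 mM cAMP setting full activation.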
An asterisk follows results filed as active; ? = inconclusive; nt = no result given; [ ] = remark or other dose. Unless noted, calls come from the whole dose curve; as a rule, active = well fitted curve in the direction sought with a large enough effect; inconclusive = small, poorly fitted or top-dose-only effect, or another doubt; inactive = no such curve, though single readings can be large; an effect the other way counts as inactive or inconclusive. Some of the compounds tested (hit frequency here may not be typical).

SMILES	PLK1 PBD inh	IL-2 act	EPAC2 ag	WRN helicase inh	CCT modulator	PI5P4K alpha inh	EPAC1 antagonist	EPAC1 ag
CN(C(=O)c1coc(=O)c2ccccc12)c1ccccc1Cl	-3%	-1.9	6%	0%[57.1 µM]	0.7	1	-19%	13%
O=C(Nc1ccc(NC(=O)C2CC2)nc1)c1ccccc1F	-1%	-3.5	6%	-11%	0.0	-1	-18%	0%
CC(=O)c1ccc(-c2c(C)cc3oc(=O)cc(-c4ccccc4)c3c2C)cc1	-1%	-0.9	5%	-5%	-0.2	-1	-6%	-7%
Cc1nc2nc[nH]n2c(=O)c1NS(C)(=O)=O	?	-0.5	-3%	0%	0.6	-5	1%	3%
CCOC(=O)C1(CCOc2ccccc2)CCN(Cc2cccc3c2OCO3)CC1	-1%	-6.3	-5%	3%	-0.4	8	-2%	-3%
O=C(Nc1ccccn1)c1cccc(S(=O)(=O)N2CCOCC2)c1	-9%	0.7	18%	-7%	1.0	9	11%	9%
CCc1onc(C)c1C(=O)Nc1ccc(N2CCOCC2)cc1	-1%	0.6	-2%	0%	-0.9	-4	11%	-10%
COc1ccc(-c2c(-c3ccc(OC)cc3O)nc(C)nc2C(F)(F)F)cc1	-8%	-0.4	-4%	-3%	-2.2	5	-18%	-6%
Cc1ccc(Nc2nc(C)cc(C)n2)c(Br)c1	-6%	-1.7	-2%	10%	-1.5	3	-13%	-2%
O=C(Nc1ccc(OCc2ccccc2)cc1)c1cccc([N+](=O)[O-])c1	-12%	-2.3	6%	7%	-46*	2	-4%	10%
Clc1ccc(-c2cc3ccccc3nc2N2CCCC2)cc1	-9%	0.4	8%	-23%	0.7	1	-3%	17%
CN(C(=O)c1ccccc1OC1CCN(S(C)(=O)=O)CC1)C1CCOC1 (stereo not drawn)	4%	4.3	1%	-2%	0.7	2	2%	6%
CC(=O)N1CCN(C(=O)c2oc3ccccc3c2C)CC1	-6%	-0.2	12%	10%	-1.0	0	-20%	5%
O=C(CCCc1nc2ccccc2s1)N1CCN(S(=O)(=O)c2cccs2)CC1	-24%	0.5	-2%	-2%	-4.6	-10	-11%	2%
CCOCC(=O)Nc1ccc(S(=O)(=O)Nc2nccs2)cc1	-4%	-0.4	14%	1%	1.1	0	2%	6%

A few values from the results shown.
CCOC(=O)C1(CCOc2ccccc2)CCN(Cc2cccc3c2OCO3)CC1 in CCT modulator reads -0.4
O=C(Nc1ccc(OCc2ccccc2)cc1)c1cccc([N+](=O)[O-])c1 in CCT modulator reads -46*
CC(=O)N1CCN(C(=O)c2oc3ccccc3c2C)CC1 in PLK1 PBD inh reads -6%

The results go on:
SMILES	PLK1 PBD inh	IL-2 act	EPAC2 ag	WRN helicase inh	CCT modulator	PI5P4K alpha inh	EPAC1 antagonist	EPAC1 ag
CN(CCN(C)C(C)(C)C)C(=O)C(c1ccccc1)c1ccccc1	3%	-1.2	1%	-5%	3.8	7	-6%	-2%
CCn1c(SCc2cccc(C)c2)nnc1-c1ccc(C)cc1	-2%	-3.3	6%	-2%	-1.2	nt	-3%	0%
COc1cccc2cc(C(=O)n3ccc(C)n3)c(=O)oc12	0%	-0.6	10%	0%	2.3	-1	-9%	-3%
COc1cc(OC)cc(C(=O)NNC(=S)NC(=O)c2cccnc2)c1	-4%	-0.5	2%	0%	-1.2	11	-24%	-5%
Cc1cc(C)cc(NC(=S)NCCCO)c1	-14%	-0.7	-2%	2%	-0.2	-1	-7%	-12%
CSc1cccc(NC(=O)C2CCCN(S(=O)(=O)c3cnc[nH]3)C2)c1 (stereo not drawn)	-17%	4.0	8%	-5%	-2.9	8	-10%	-3%
CCc1ccc(N(C(=O)c2csnn2)C(C(=O)NC(C)(C)C)c2cccnc2)cc1 (stereo not drawn)	6%	1.5	0%	-2%	-0.9	0	-1%	4%
O=C(COC(=O)C1(c2ccc(F)cc2)CCCC1)N1CCc2ccccc21	-4%	0.0	9%	-6%	0.8	20	?	-6%
CCCCn1c(-c2ccc(Cl)c(Cl)c2)nc2cc3[nH]c(=O)c(C(C)C)nc3cc21	-16%	-3.0	-10%	-1%	-0.5	-5	2%	-20%
CCCC(=O)Nc1ccccc1-c1nnn(CC(=O)Nc2ccc(OC)cc2)n1	-7%	0.8	1%	-4%	-4.7	3	-2%	-9%
COc1ccc(S(=O)(=O)Nc2nc3ccccc3s2)cc1	-15%	-0.4	0%	0%	-0.8	-1	0%	-5%
C/C(=N\Nc1ccc2nncn2n1)c1ccco1	-2%	1.0	14%	-14%	-1.1	0	5%	1%
CC(NC(=O)c1ccc(C(C)(C)C)cc1)C(=O)O (stereo not drawn)	-5%	2.5	11%	0%	-1.2	nt	-3%	-1%
CNC(=S)N1N=C2c3ccccc3CCC2C1c1ccccc1Cl (stereo not drawn)	-3%	-4.0	14%	2%	-3.2	0	7%	8%
O=C(COc1ccc2c(c1)OCO2)Nc1nncs1	-14%	0.6	-9%	-11%	1.1	2	-16%	2%
Cc1cc(Br)c(OCC(=O)NN)c2c1CCC2	-3%	-0.2	8%	-12%	1.4	4	-2%	3%
N#CC1=C(N)OC2=C(C(=O)CCC2)C1C1CC=CCC1 (stereo not drawn)	-14%	-1.2	2%	-3%	1.7	nt	10%	-2%
CC(C)NCC(O)c1cc(O)cc(O)c1 (stereo not drawn)	-6%	-0.6	7%	nt	-0.4	0	-22%	-17%
O=C(COc1ccccc1O)NC1CCCC1	4%	-0.1	2%	1%	1.1	-6	-4%	3%
Cc1cc(SCc2cccc(Cl)c2)nc(=O)[nH]1	-5%	-0.2	10%	-3%	-29	-6	-3%	2%
CCc1ccc(C(=O)NNC(=O)CC2OC(=O)c3ccccc32)cc1 (stereo not drawn)	-2%	-1.1	3%	-1%	0.2	-22	-8%	-39%[inhibitor]
CCC[C@H](CN[C@@H](CNC)[C@H](C)CC)NCCc1cc(C(F)(F)F)cc(C(F)(F)F)c1	4%	-3.5	0%	-6%	-1.4	-1	-3%	-7%
CC1CCCC(C)N1C(=O)CSc1nnc(COc2ccccc2)n1-c1ccccc1 (stereo not drawn)	2%	0.3	-6%	-4%	0.7	nt	8%	2%
Cc1ccc(S(=O)(=O)N(C)C)cc1NC(=O)c1sccc1Cl	-5%	0.6	11%	-1%	-1.1	-2	4%	3%
COc1ccc(Br)c(C(=O)NNC(=O)c2ccc(NS(=O)(=O)c3cccs3)cc2)c1	-21%	0.1	8%	?	2.2	-11	-15%	13%
O=C(Nc1nnc(S(=O)(=O)N2CCN(c3ccc(F)cc3)CC2)s1)c1ccco1	-10%	0.7	-7%	2%[11.6 µM]	1.0	-4	-1%	-1%
CCOC(=O)c1oc2ccc(S(=O)(=O)n3nc(-c4ccc(C)cc4)cc3N)cc2c1C	10%	-0.3	-7%	1%	-0.7	-1	-2%	-10%
O=C(CCn1c(=O)sc2ccccc21)Nc1nc2ccccc2s1	4%	-3.3	?	2%	-1.2	5	7%	6%
CCCCCC(=O)Nc1cccc(C2=NOC3(C2)C[C@@H](C(N)=O)N(C(=O)c2ccc(Cl)cc2)C3)c1 (stereo partly drawn)	-9%	-0.4	13%	-2%	1.5	0	-15%	-8%
Cc1ccc(-c2nnc(N3CCN(C(=O)CSc4ncn[nH]4)CC3)c3ccccc23)cc1	?	-0.4	9%	82%[activator]	-1.8	9	-13%	-3%

Some of the entries so far, with values under each structure.
Results follow in this order: PLK1 PBD inh	IL-2 act	EPAC2 ag	WRN helicase inh	CCT modulator	PI5P4K alpha inh	EPAC1 antagonist	EPAC1 ag
CCOCC(=O)Nc1ccc(S(=O)(=O)Nc2nccs2)cc1
 : -4%	-0.4	14%	1%	1.1	0	2%	6%
CC(C)NCC(O)c1cc(O)cc(O)c1 (stereo not drawn)
 : -6%	-0.6	7%	nt	-0.4	0	-22%	-17%
COc1cc(OC)cc(C(=O)NNC(=S)NC(=O)c2cccnc2)c1
 : -4%	-0.5	2%	0%	-1.2	11	-24%	-5%

Next part.
SMILES	PLK1 PBD inh	IL-2 act	EPAC2 ag	WRN helicase inh	CCT modulator	PI5P4K alpha inh	EPAC1 antagonist	EPAC1 ag
CCOc1cc(CNCC(C)C)c(Cl)cc1OCC(=O)Nc1ccccc1	2%	-3.4	-2%	-6%	-4.1	5	2%	3%
CCOC(=O)N1CCN(C(=O)c2cc(-c3ccc(OCC)cc3)nc3ccccc23)CC1	-6%	-3.0	7%	-6%	-1.7	nt	-2%	1%
Cc1ccc(-c2cc(Cc3ccc(N(C)C)cc3)c(=O)[nH]n2)cc1	-14%	-0.1	3%	8%	-3.7	-2	-9%	5%
O=C(OCC(=O)c1ccccc1Br)c1ccccn1	?	2.5	-5%	3%	-0.7	-4	-20%	0%
CN1CCN(c2nc(C#N)cc(-c3ccccc3)n2)CC1	-3%	-1.8	1%	-13%	-2.6	-1	-8%	0%
O=C(/C=C/c1ccccc1)Nc1ccc(N2CCCCC2)cc1	-3%	1.9	-5%	4%	1.5	-3	8%	-8%
CN1CCCCc2c1nc1c(c2N)CCCC1	-1%	-0.6	10%	-4%	-3.4	nt	-11%	4%
CC(C)O/C(=N/S(=O)(=O)c1ccc(Cl)cc1)c1ccccc1	3%	-0.2	14%	8%	-1.4	2	5%	2%
C=CC[C@@H](CC(=O)NCCO)C(=O)NC[C@H](OC(=O)[C@@H](CC=C)CC(=O)OC(C)(C)C)c1ccccc1	-9%	-0.7	-3%	7%	-3.2	-1	-10%	-12%
O=C(O)CN1C(=O)c2ccc(Oc3ccc([N+](=O)[O-])cc3)cc2C1=O	-13%	2.8	-3%	-15%	0.1	-4	0%	-4%
CC(C)(C)C(=O)NC(=S)N1CCCC1	-1%	-2.6	5%	-2%	1.7	-3	10%	-6%
COc1ccc(CCC(=O)Nc2cnc3ccccc3c2)cc1	-16%	-0.3	-3%	4%	-3.4	1	-12%	-2%
CC1=C(C(=O)OCC(C)C)C2(O)C(=O)c3ccccc3C2(O)N1 (stereo not drawn)	-12%	0.3	-4%	-27%	-1.0	7	-16%	2%
CCCn1c(NC(=O)c2ccc([N+](=O)[O-])o2)nc2ccccc21	-10%	20	0%	?	0.5	?	-2%	-4%
CC(C)(C)NC(=O)COc1coc(CN2CCN(C(=O)c3ccco3)CC2)cc1=O	-17%	-0.2	0%	-24%	0.4	-2	5%	-7%
Cc1cc(C)c(C)c(S(=O)(=O)N[C@@H](C)C(=O)OCC(=O)NC2CCCC(C)C2C)c1C (stereo partly drawn)	-3%	1.6	-2%	0%	-2.3	1	-23%	12%
CCN(C(=O)COC(=O)c1ccc(COc2ccc3c(C)cc(=O)oc3c2)cc1)C1CCS(=O)(=O)C1 (stereo not drawn)	-6%	-0.6	3%	-13%	-2.8	4	-19%	6%
